# ARFGAP1 inh – rat ARFGAP1 inhibition; inhibition, % at 16.5 µM; AID 651572; 360,000 compounds, 0.26% hits; Q62848; Arfgap1-stimulated ARF1 GTP hydrolysis, GDP FP detection;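 active means inhibition above a per-plate limit, mean inhibition of low control wells plus 3 SD, cut at about 25% in these data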;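 further: 0% = DMSO wells with enzyme and 100% = wells lacking Arfgap1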
# Target sequence (Q62848 1-136 limits assumed): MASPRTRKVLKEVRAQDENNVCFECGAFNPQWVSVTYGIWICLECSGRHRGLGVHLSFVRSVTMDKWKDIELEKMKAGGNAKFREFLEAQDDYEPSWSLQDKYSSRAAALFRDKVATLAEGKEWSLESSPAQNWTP
#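 Repeats: one replicate per compound; assay system: rat Arfgap1 catalytic domain, aa 1-136; times: enzyme reaction 120 min at 25 °C after 20 min preincubation; detection: FP of antibody-bound GDP Alexa 633 tracer, ex 620/em 688 nm; benchmarks: high control wells lacking Arfgap1, low control full reaction with DMSO; reagent: human ARF1(Δ1-17)-GTP substrate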
# PLC-gamma1 inh – PLC-gamma1 (human) inhibition, primary screen. P19174. purified PLC-gamma1, fluorogenic substrate, fluorescence. inhibition, % at 12.2 µM. 370,000 compounds, 0.84% hits. AID 720700; in the data active means inhibition above about 9.5%
# ASAP1 inh – blocks human ASAP1-stimulated Arf1 GTP hydrolysis; GDP FP detection; AID 624377; 360,000 compounds, 0.19% hits; inhibition, % at 16.5 µM; Q9ULH1; in the data active means inhibition above about 25%;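 further: 0% = vehicle with enzyme and substrate and 100% = no enzyme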
# Target sequence (Q9ULH1 325-724 limits assumed): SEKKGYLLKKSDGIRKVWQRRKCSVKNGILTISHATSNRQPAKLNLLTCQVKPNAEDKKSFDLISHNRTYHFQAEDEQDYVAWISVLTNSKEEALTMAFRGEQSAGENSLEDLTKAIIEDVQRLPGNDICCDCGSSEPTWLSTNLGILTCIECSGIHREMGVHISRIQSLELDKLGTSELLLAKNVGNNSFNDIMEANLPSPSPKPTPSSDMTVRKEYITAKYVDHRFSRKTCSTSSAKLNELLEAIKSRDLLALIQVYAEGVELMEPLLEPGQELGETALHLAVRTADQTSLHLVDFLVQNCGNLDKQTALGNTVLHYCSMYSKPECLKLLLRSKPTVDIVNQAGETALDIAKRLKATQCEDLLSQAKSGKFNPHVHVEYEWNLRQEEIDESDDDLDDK
# ADAM17 inh – inhibits human ADAM17; P78536; recombinant ADAM17, EDANS/DABCYL FRET peptide cleavage; inhibition, % at 6.95 µM; 370,000 compounds, 0.83% hits;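 active means inhibition above the mean of compounds lying between control limits plus 3 SD, set per campaign, cut at about 8.5% in these data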;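 further: 0% = DMSO-only wells as the low control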
# MBD2 inh – MBD2-methylated oligo binding inhibition; Q9UBB5; TR-FRET, MBD2 binding to methylated oligonucleotide; inhibition, % at 4.4 µM; 370,000 compounds, 0.31% hits; AID 686964; in the data active means inhibition above about 13%
# Tn7 DDE FP – DD(E)-Tn7 binding inhibition, primary FP screen; P02675; FP displacement of FITC-Tn7 peptide from fibrin DD(E); 0% = median of compound wells per plate; inhibition, % at 8.3 µM; 370,000 compounds, 0.13% hits; AID 720508;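 active means inhibition above the mean of compounds falling within the control limits plus 3 SD of them, cut at about 14% in these data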;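 further: 0% = plate median of compound wells and 100% = 10 µM Aha-Tn7 peptide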
# Target sequence (P02675 whole entry, looked up): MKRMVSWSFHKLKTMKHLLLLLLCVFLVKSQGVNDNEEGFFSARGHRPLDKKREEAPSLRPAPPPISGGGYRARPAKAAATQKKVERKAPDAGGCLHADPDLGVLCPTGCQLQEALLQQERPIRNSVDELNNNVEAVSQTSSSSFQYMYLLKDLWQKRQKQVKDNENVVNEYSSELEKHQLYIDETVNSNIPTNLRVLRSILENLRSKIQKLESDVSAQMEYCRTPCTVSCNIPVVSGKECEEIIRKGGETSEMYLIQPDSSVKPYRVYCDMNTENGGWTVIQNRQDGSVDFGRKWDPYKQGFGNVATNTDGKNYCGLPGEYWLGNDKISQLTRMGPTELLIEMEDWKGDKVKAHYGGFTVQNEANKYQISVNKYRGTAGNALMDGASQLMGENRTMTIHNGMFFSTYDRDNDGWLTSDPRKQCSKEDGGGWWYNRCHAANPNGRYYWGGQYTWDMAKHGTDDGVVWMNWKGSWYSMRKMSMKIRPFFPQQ
#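 Assay system: human fibrin DD(E) protein / Input: 2 µM fibrin DD(E) / Benchmarks: high control of 10 µM Aha-Tn7 peptide / Measured by: fluorescence polarization of the labelled Tn7 tracer / Medium: Tris buffer with calcium and detergent, pH 7.8 / Timing: 10 min compound pre-incubation, 3 h probe incubation at room temperature / Repeats: one replicate per compound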
# PLCb3 inh – blocks human PLC-beta3 enzyme activity; Q01970; Purified PLC-beta3, fluorogenic substrate, fluorescence; inhibition, % at 12.2 µM; 370,000 compounds, 0.18% hits; AID 720704; in the data active means inhibition above about 11%;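 further: 0% = median of compound wells on plate and 100% = full blocker control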
# Tn6 DDE FP – inhibitors of Tn6 peptide binding to human fibrin DD(E) | inhibition, % at 8.3 µM | Fibrin DD(E) TRITC-Tn6 fluorescence polarization displacement | 370,000 compounds, 0.21% hits | AID 720509;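 active means inhibition above a per-campaign cutoff: mean of compounds within control limits plus 3 SD, cut at about 15% in these data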;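 further: 0% = median of all compound wells on the plate and 100% = blocking peptide control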
# UHRF1 binding – human UHRF1 methylated DNA binding inhibitors. inhibition, % at 4.4 µM. 370,000 compounds, 0.75% hits. Q96T88. UHRF1 binding to methylated oligo, TR-FRET; in the data active means inhibition above about 21%;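 further: UHRF1 SRA domain binding a hemimethylated CpG hairpin DNA probe; 0% = median of test compound wells and 100% = reference inhibitor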
# KLK7 zymogen act – activators of human kallikrein-7 zymogen. purified proKLK7, EDANS-DABCYL substrate fluorescence; 100% is mature enzyme control, 0% vehicle. activation, % at 7 µM. 370,000 compounds, 0.9% hits. AID 652039;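 active means activation above the mean of all tested compounds plus 3 SD, computed per campaign excluding outliers beyond control limits, cut at about 13% in these data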
# Starred values were filed as active, the others as inactive; i = inactive; x = not tested or not shown; & = joins results of further samples.
SMILES,ARFGAP1 inh,PLC-gamma1 inh,ASAP1 inh,ADAM17 inh,MBD2 inh,Tn7 DDE FP,PLCb3 inh,Tn6 DDE FP,UHRF1 binding,KLK7 zymogen act
O=C(NC12CC3CC(CC(C3)C1)C2)c1cc(F)c(F)cc1Cl,5,0,-10,-1,-2,-6,2,2,0,-0.7
CCOc1ccccc1CNC(=O)C1Cc2cc(S(=O)(=O)N3CCCCC3)ccc2N1C(C)=O (stereo not given),8,3,5,-9,8,1,-9,-5,6,-0.3
O=C(CCCCCNc1nc(=S)[nH]c2ccccc12)NCCc1ccc(Cl)cc1,3,0,7,-1,-5,6,-4,9,-4,0.3
CN1C/C(=C/c2ccsc2)C(=O)/C(=C/c2ccsc2)C1,12,4,-12,1,1,-3,2,3,-3,0.1
Cc1nc2nc(CSc3nnc(C)s3)cc(=O)n2[nH]1,-4&-9,-2&-3,-6&-5,-4&-3,1&0,-3&6,1&-1,2&5,1&-2,0.1&0.1
CCOc1ccc(NC(=O)c2cccc(NC(=O)c3ccccc3)c2)cc1,-6,11*,-4,5,-10,0,-5,-6,2,-0.6
C[C@H](CO)N1C[C@H](C)[C@@H](CN(C)S(=O)(=O)c2ccc(F)cc2)OCc2cn(nn2)CCCC1=O,0,-1,5,-4,2,3,-1,1,1,-0.1
O=C(CCN1CCc2ccccc2C1)Nc1ccc2c(c1)OCO2,9,4,-8,1,-2,1,1,-1,1,-0.4
CC(C)(C)OC(=O)N1CCC(NC(=O)c2[nH]cnc2C(=O)Nc2ccccc2F)CC1,3,4,19,1,-3,-2,3,4,-1,0.0
O=C(NCCc1ccccc1)C(=O)NCC1CCCN1S(=O)(=O)c1ccccc1 (stereo not given),-7,-2,-7,-1,5,10,2,1,0,0.4
Cc1ccc(C)c(S(=O)(=O)N2CCN(C(=O)[C@H](Cc3ccccc3)NC(=O)c3ccco3)CC2)c1,-10,5,4,-5,3,-1,2,-4,7,0.4
Cc1ccc2c(c1)C1CN(C)CCC1N2C(=O)c1ccccc1NS(=O)(=O)c1cccc(C(F)(F)F)c1 (stereo not given),-7,-2,2,-2,1,4,1,4,-1,-0.6
OC(c1ccc(Cl)cc1)c1nnc(-c2ccccc2)o1 (stereo not given),-7,1,1,-3,-1,-1,1,-6,0,0.0
COc1ccc(C(O)Cn2cc([N+](=O)[O-])nc2C)cc1 (stereo not given),11,4,-3,-1,-1,1,3,3,2,-0.1
Cc1cc(C)c(C)c(Oc2ncnc(N)c2[N+](=O)[O-])c1,-8,0,-2,5,0,-4,8,4,1,-0.3
COc1ccccc1CN(C(=O)c1ccco1)C(C(=O)NC1CCCC1)c1ccncc1 (stereo not given),6,0,3,-3,0,4,-1,-1,-6,0.4
Cc1nccc(-c2cccc(N/N=C(\C#N)C(=O)c3ccccc3)c2)n1,13,3,-5,-1,0,3,-1,0,0,0.1
CCOc1ccc(-c2nnn(CC(=O)NCc3ccc(F)cc3)n2)cc1OCC,12,1,-6,-3,0,8,2,-1,1,0.1
Cc1ccnc2c1ccc1cccnc12,-7,1,0,1,4,9,-1,11,3,-0.3
O=C(COc1ccc(S(=O)(=O)NC2CCCCC2)cc1Cl)N1CCN(c2ccccc2)CC1,5,-2,16,-1,5,7,1,-4,2,-0.3
O=C(CCN1C(=O)/C(=C/C=C/c2ccccc2)SC1=S)Nc1ccccn1,4,1,6,0,1,-9,-8,-4,3,-0.2
COc1ccc([N+](=O)[O-])cc1NC(=O)CSc1ncccn1,-2,1,-7,0,3,-1,2,-7,-1,-0.2
O=C1c2c(-c3ccc(Br)cc3)noc2CCN1Cc1cn(-c2ccccc2)nn1,-2,3,-1,8,-2,-5,5,6,0,1.1
COc1cccc(-c2nc(-c3ccc4c(c3)-c3ccccc3S4(=O)=O)c(-c3ccccc3)[nH]2)c1OC,16,i,-13,-97,-2,-7,i,0,4,-154
O=C(NCC1(N2CCCCC2)CCCCC1)c1ccc(NS(=O)(=O)c2ccccc2)cc1,2,-1,-5,-1,-4,-3,-3,7,-1,0.0
COc1ccccc1NC(=O)Oc1cccc(OC(=O)c2ccccc2)c1,14,2,-4,-2,-1,11,-4,0,0,-0.2
CC(C)(C)OC(=O)Nc1ccc([C@@H](NC(=O)OC(C)(C)C)C(=O)OC(C)(C)C)cc1,11,4,-6,2,0,-3,6,2,-3,0.5
CCc1ccccc1NC(=O)CN(C)Cc1c(O)ccc2ccccc12,-7,-8,0,-19,-1,5,-10,9,-1,-0.8
Cc1ccc(-c2nc3sc4c(N)ncnc4c3c3c2CCCC3)cc1,7,0,20,-2,3,6,2,7,-1,-0.2
CCCCn1nnnc1C(c1ccccc1)N1CCN(c2ccccc2)CC1 (stereo not given),4,4,6,0,4,0,5,-7,-1,0.2
COc1ccccc1CNc1ccc2nnc(CCNC(=O)c3ccc(C)cc3)n2n1,3,-1,4,-5,6,-5,-10,-1,0,-0.1
COc1ccccc1N1CCN(C(=O)C2CCCN(c3ncnc4c3nc3n4CCCCC3)C2)CC1 (stereo not given),-10,-2,6,-7,7,4,-7,-2,21,1.4
O=C1CC(NNC(=O)c2ccc(Br)cc2)C(=O)N1 (stereo not given),5,-2,-5,-4,0,4,-10,5,-2,-0.6
CCCNC(=O)C1(C)CCN(C(=O)C(c2ccccc2)c2ccccc2)C1 (stereo not given),17,-2,-8,-1,-2,8,1,4,-1,-0.2
O=C(O)c1cc(N/N=C/C(Cl)=C/c2ccccc2)ccc1Cl,-21,-26,-2,-1,-3,6,-54,3,0,0.8
N#CC1(c2ccc(NC(=O)c3ccccc3F)cc2)CCCC1,1,2,-2,2,1,0,3,5,2,0.0

# Compounds listed so far that have a thiophene ring, fused or not (2):
SMILES,ARFGAP1 inh,PLC-gamma1 inh,ASAP1 inh,ADAM17 inh,MBD2 inh,Tn7 DDE FP,PLCb3 inh,Tn6 DDE FP,UHRF1 binding,KLK7 zymogen act
CN1C/C(=C/c2ccsc2)C(=O)/C(=C/c2ccsc2)C1,12,4,-12,1,1,-3,2,3,-3,0.1
Cc1ccc(-c2nc3sc4c(N)ncnc4c3c3c2CCCC3)cc1,7,0,20,-2,3,6,2,7,-1,-0.2

# Some entries already given, reduced to MBD2 inh, Tn7 DDE FP and Tn6 DDE FP:
Structure	MBD2 inh	Tn7 DDE FP	Tn6 DDE FP
CCCNC(=O)C1(C)CCN(C(=O)C(c2ccccc2)c2ccccc2)C1 (stereo not given)	-2	8	4
O=C(O)c1cc(N/N=C/C(Cl)=C/c2ccccc2)ccc1Cl	-3	6	3

# Remaining list, next part
SMILES,ARFGAP1 inh,PLC-gamma1 inh,ASAP1 inh,ADAM17 inh,MBD2 inh,Tn7 DDE FP,PLCb3 inh,Tn6 DDE FP,UHRF1 binding,KLK7 zymogen act
Cc1ccsc1C(=O)N1CCCC(CCC(=O)N2CCN(c3ccccn3)CC2)C1 (stereo not given),-8,-1,8,-2,-3,12,-6,1,-1,0.4
CS(=O)(=O)N(CCc1ccccc1)CC(=O)N1CCN(Cc2ccccc2)CC1,6,0,-7,-2,0,4,1,0,-2,-0.9
CCC(C)N(C(=O)CN1C(=O)C2CCCCN2C(=O)c2ccccc21)C(C)CC (stereo not given),x,-2,x,-3,3,-1,-3,9,1,0.2
CCCCn1c(N)c(N(CCOC)C(=O)c2ccc(-c3ccccc3)cc2)c(=O)[nH]c1=O,5,-3,0,-2,-1,-1,-4,0,-2,0.4
Cc1ccc(-n2c(=O)[nH]cc(C(=O)Nc3ccc4c(c3)OCCO4)c2=O)cc1,6,3,8,-2,-2,-7,4,5,0,0.0
COc1ccc(NC(=O)c2ccc(CN3CCN(c4ccccc4)CC3)cc2)cc1,2,4,5,-1,1,-9,4,0,2,-0.6
O=C(O)c1ccc2cccc(O)c2n1,-7,-1,-2,-8,-5,1,-10,-4,0,0.4
Cc1ccc(CN2CCC(n3nccc3NC(=O)CCOc3ccccc3)CC2)cc1C,4,0,-1,1,-1,4,-2,1,1,-0.1
C=C(C)CNC(=S)NNC(=O)c1ccc(Br)cc1,13,0,-4,-2,4,6,2,5,2,0.2
CCc1ccc(CN(C)C(=O)C2CCC(=O)N(Cc3cccc(OC)c3)C2)nc1 (stereo not given),14,-1,-1,-3,-2,-8,-6,1,-2,0.0
Cc1nn(CCCC(=O)Nc2cc(Oc3ccc(F)cc3)cc([N+](=O)[O-])c2)c(C)c1[N+](=O)[O-],10,1,0,6,0,0,0,7,-4,0.4
CC1(C)CC(=O)c2cc(C(=O)NNc3ccccc3)c(=O)n(-c3ccccc3)c2C1,6,0,-5,0,3,2,2,-3,-2,-0.2
COc1ccc(NC(=O)CCOc2ccc(C)cc2)c(OC)c1,-12,2,2,-1,-1,-3,-5,-2,-3,0.3
O=C(Nc1ccccc1C(=O)Nc1ccccc1C(=O)NCc1ccco1)c1ccco1,-4,-131,4,-16,-4,0,-154,6,-4,20*
O=C(CCC1CCCCC1)NC1CCCCC1,-2,2,-3,-1,-1,0,-5,-7,3,-0.3
Cn1nc(C(F)(F)F)cc1-c1ccc(/C=C(\C#N)C(=O)c2cccc(C(F)(F)F)c2)s1,-4,-4,9,-5,5,-5,-13,-1,1,0.0
CCn1c(SCC(=O)Nc2ccccc2-c2ccccc2)nnc1-c1ccc(Cl)cc1,x,1,x,0,3,4,-2,3,-1,0.6
CN(C(=O)c1cccs1)c1ccc(OCC(=O)N2CCC(C(N)=O)CC2)cc1,8,-2,-4,1,-1,5,-1,4,2,0.5

# Reprinted at random: three compounds from above
SMILES,ARFGAP1 inh,PLC-gamma1 inh,ASAP1 inh,ADAM17 inh,MBD2 inh,Tn7 DDE FP,PLCb3 inh,Tn6 DDE FP,UHRF1 binding,KLK7 zymogen act
CCc1ccc(CN(C)C(=O)C2CCC(=O)N(Cc3cccc(OC)c3)C2)nc1 (stereo not given),14,-1,-1,-3,-2,-8,-6,1,-2,0.0
CCC(C)N(C(=O)CN1C(=O)C2CCCCN2C(=O)c2ccccc21)C(C)CC (stereo not given),x,-2,x,-3,3,-1,-3,9,1,0.2
O=C(CCCCCNc1nc(=S)[nH]c2ccccc12)NCCc1ccc(Cl)cc1,3,0,7,-1,-5,6,-4,9,-4,0.3

# Bioassay records (PubChem BioAssay)
